Source: PubChem (National Center for Advancing Translational Sciences (NCATS))
FUS yeast rescue: suppressors of FUS proteinopathy in yeast; S. cerevisiae FUS-expressing, growth rescue, OD600, 24 h; Potency, µM (highest dose often 76.6 µM), inactives show at the highest dose growth rescue (activation), usual class: activators; actives 0.24% (n = 390,000); AID 1347120;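 further: plate controls were DMSO vehicle for no effect and reference control for full effect; nearly all actives have a fitted effect of over 55% in size; some results filed as inactive show a strong effect at the top dose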
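Cultures pregrown in 2.5% raffinose medium are shifted to minimal medium containing 2% galactose to express toxic FUS. Compounds are tested at several concentrations. After 24hr at 30C, growth is quantified at 600 nm absorbance.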
PTHR1 agonist: PTHR1 (human) receptor agonism; Q03431; HEK293 GP2 PTHR1 cells, GloSensor cAMP luminescence, 1 h; Potency, µM (titrated, usually from 115 µM), inactives show at the highest dose activation, usual class: activators; actives 0.075% (n = 410,000); further: nearly all actives have a fitted effect of over 55% in size; some results filed as inactive show a strong effect at the top dose; inactives centre near -15; many of its hits are not listed in these tables
Target sequence (Q03431 whole entry, looked up): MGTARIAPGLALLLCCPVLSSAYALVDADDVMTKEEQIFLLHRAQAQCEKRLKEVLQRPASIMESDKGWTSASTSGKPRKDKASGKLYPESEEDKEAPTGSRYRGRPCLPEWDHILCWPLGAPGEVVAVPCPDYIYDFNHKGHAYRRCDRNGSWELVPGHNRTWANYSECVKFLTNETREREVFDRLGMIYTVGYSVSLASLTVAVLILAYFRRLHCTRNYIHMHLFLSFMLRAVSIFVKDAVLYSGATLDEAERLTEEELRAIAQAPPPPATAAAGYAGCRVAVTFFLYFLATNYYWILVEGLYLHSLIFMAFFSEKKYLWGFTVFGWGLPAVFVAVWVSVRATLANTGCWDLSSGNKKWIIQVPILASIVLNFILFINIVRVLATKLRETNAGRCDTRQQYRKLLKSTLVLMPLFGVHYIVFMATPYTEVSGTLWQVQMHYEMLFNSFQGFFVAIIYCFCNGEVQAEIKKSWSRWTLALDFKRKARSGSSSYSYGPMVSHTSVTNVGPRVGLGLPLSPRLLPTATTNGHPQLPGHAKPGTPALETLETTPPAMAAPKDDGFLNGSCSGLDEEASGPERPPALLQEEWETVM
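HEK-293-derived GP2 cells expressing PTHR1 and a GloSensor cAMP reporter, 3,000/well, plated overnight, given luciferin plus IBMX (each 0.5 mM as added) for 1 h at 37 °C, then compound for 1 h at 37 °C. Luminescence was read after 15 min at room temperature.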
TDP43 rescue: inhibitors of TDP-43 toxicity in yeast. TDP-43 expressing yeast growth rescue, BacTiter-Glo, 24 h. Potency, µM (doses to about 46.1 µM), for inactives: at the top dose growth rescue (activation), most hits filed as activators. actives 1.8% (n = 410,000); further: % of control where 0% means no effect; nearly all actives have a fitted effect of over 50% in size
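In this qHTS, compounds that restore growth of yeast expressing TDP-43 appear as activators. Cells (OD600=0.02, galactose medium, raffinose-pregrown) are incubated with compound 24 hr at 30 deg C and growth is quantified by BacTiter-Glo.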
* hit, by the source's call; i = inactive; ? = inconclusive; [ ] = remark or other dose. The call rests on the fitted dose curve; in most records, active means well fitted curve in the direction sought with a large enough effect; inconclusive means small, poorly fitted or top-dose-only effect, or another doubt; inactive means no such curve, though single readings can be large; an effect the other way counts as inactive or inconclusive. Potency means the concentration at half of the fitted maximal effect. A portion of the library; the hit share may differ from the screen's.

Value order: FUS yeast rescue, PTHR1 agonist, TDP43 rescue
> Cc1ccccc1-c1noc(-c2ccc(N3CCN(c4ccccc4)CC3)c([N+](=O)[O-])c2)n1
    -3%, -19%, 12%
> COc1ccccc1NC(=O)C1CCN(S(=O)(=O)c2cn(C)cn2)CC1
    -7%, i, 15%
> COc1ccc(C(=O)Nc2ccc3c(c2)CCCN3S(=O)(=O)c2ccc(C)cc2)cc1
    41%, -20%, 0%[9.22 µM]
> CCC(C)(C)NC(=O)Cn1c(=O)ccc2cc(S(=O)(=O)N3CCC(C)CC3)ccc21
    14%, -18%, 1%
> CC(C)(C)c1ccc(C(=O)N2CC(=O)Nc3ccc(F)cc3C2c2ccc(F)cc2)cc1 (stereo not drawn)
    ?, -28%, ?
> Cc1cc(S(=O)(=O)Nc2ccc(-c3ccc(N4CCCCC4)nn3)cc2)c(C)cc1Cl
    ?, i, -13%
> Cc1c(C(=O)Nc2cccc(C#N)c2)sc2nc3n(c(=O)c12)CCCCC3
    -15%, -85%[inhibitor], 29%
> CCOC(=O)c1cnc2c(C)cc(C)cc2c1Nc1ccccc1OCC
    6%, i, 6%
> COc1ccc(C)cc1NC(=O)C(=O)NCC(c1cccnc1)N1CCN(c2ccccc2F)CC1 (stereo not drawn)
    ?, -62%[inhibitor], -10%
> CCc1nnc2c(Nc3ccc(Br)c(C)c3)nc3ccccc3n12
    17%, i, 7%
> Cc1cc(-n2c(SCc3ccccc3F)nc3[nH]ncc3c2=O)ccc1Cl
    44%, -24%, 2%
> Fc1ccccc1N1CCN(c2ncnc3c2nc2n3CCCCC2)CC1
    -6%, -35%[inhibitor], ?
> CCOC(=O)c1ccc(NC(=O)C2CCN(S(=O)(=O)c3ccc(C)cc3)CC2)cc1
    -19%, -34%[inhibitor], 15%
> COc1ccc(CNC(=O)C(=O)Nc2cc(Cl)ccc2OC)cc1
    -6%, i, -4%
> Cc1noc(Cn2c(=O)c3cc4c(cc3n(CC(=O)Nc3ccccc3Br)c2=O)OCO4)n1
    -4%, -22%, -4%

Remaining list, next part:
Value order: FUS yeast rescue, PTHR1 agonist, TDP43 rescue
> CN(C(=O)CSc1nnc(-c2ccc([N+](=O)[O-])cc2)o1)C1CCCCC1
    -7%, i, 14%
> COc1ccccc1N1CCN(c2nc3c(S(=O)(=O)c4ccc(C)c(C)c4)nnn3c3ccc(Cl)cc23)CC1
    6%, 7%, 0%
> COc1ccc(-c2nnn3c2nc(NCCc2ccc(OC)c(OC)c2)c2ccccc23)cc1
    19%, -28%, 1%
> Cc1cccc(N2CCN(C3=C(c4ccccc4)C(=O)c4ccccc43)CC2)c1C
    -5%, i, 14%
> CCc1cccc(CC)c1NC(=O)CCS(=O)(=O)c1ccc(Br)s1
    15%, -7%, 2%
> Cc1onc(-c2ccc(Br)cc2)c1C(=O)Nc1ccc(Br)cc1F
    25%, -54%[inhibitor], 16%
> Cc1cccc(-n2c(C)cc(C(=O)C(=O)Nc3nncs3)c2C)c1
    19%, i, ?
> O=C(Nc1cccc(C(F)(F)F)c1)c1cc2nc(-c3ccc4c(c3)OCO4)cc(C(F)(F)F)n2n1
    6%, i, 16%
> COCCCNC(=O)CSC1=Nc2ccccc2C2=NC(CCC(=O)NCc3ccc(OC)cc3)C(=O)N12 (stereo not drawn)
    -9%, i, -1%
> COc1ccc(CNC(=O)CSc2ncc3c(n2)-c2ccc(Cl)cc2N(Cc2ccccc2)S3(=O)=O)cc1
    4%, ?, -1%
> Cc1ccc(NC(=O)N(Cc2c[nH]c3ccccc23)C2CCCCCC2)cc1C
    12%, i, ?
> NS(=O)(=O)c1ccc(NC(=O)CN2CCN(c3ccc(F)cc3)CC2)cc1
    -28%, i, 12%
> CN1C(=O)C2(SCC(=O)N2c2ccc(Cl)cc2)c2ccccc21 (stereo not drawn)
    22%, i, -4%
> CCOc1ccccc1NC(=O)Cn1c(=O)n(CCCC(=O)NCCc2ccc(C)cc2)c(=O)c2ccccc21
    -26%, -23%, 16%
> COc1ccc(-c2cc(C(=O)Oc3ccc(Cl)cc3)c3ccccc3n2)cc1
    -16%, 11%, -10%

The list goes on.
Value order: FUS yeast rescue, PTHR1 agonist, TDP43 rescue
> CCOc1ccc(NC(=O)Cn2c(CCC(=O)O)ccc2-c2ccc(Cl)cc2)cc1
    24%, i, 0%
> Cc1ccccc1C(=O)Nc1cc2c(cc1N1CCOCC1)n(C)c(=O)n2C
    13%, -13%, 16%
> Cc1ccc(CNC(=O)CN(c2cc(C)cc(C)c2)S(=O)(=O)c2c(C)noc2C)cc1
    8%, -29%, 1%
> COc1ccc(Cn2c(=O)c3oc4ccccc4c3n(CC(=O)Nc3c(C)cccc3C)c2=O)cc1
    -1%, -25%, 3%
> COc1ccc(NC(=O)c2oc3ccccc3c2NC(=O)COc2ccc(F)cc2)c(OC)c1
    -26%, -7%, 11%
> C=Cc1ccc(CN2C(=O)N(c3ccc(C)c(C)c3)S(=O)(=O)c3ccccc32)cc1
    7%, i, 22%
> Cc1ccc(Nc2nc(C(N)=O)c(NC(=O)c3ccccc3Br)s2)cc1
    -6%, i, 19%
> COc1ccc(NC(=O)CCSc2nc(-c3ccc(OC)cc3)cc(C(F)(F)F)n2)cc1
    -8%, -23%, -13%
> O=C(CCCCn1c(=O)[nH]c2ccsc2c1=O)N1CCN(c2cccc(Cl)c2)CC1
    40%, -44%[inhibitor], 7%
> CC(C)c1ccc(S(=O)(=O)NCc2ccc3c(c2)CCN3C(=O)c2ccccc2)cc1
    2%, -22%, 15%
> Cc1cccc(NC(=O)CSc2nc(C)cc(C)c2C(=O)Nc2ccc(Cl)cc2)c1
    3%, -14%, 0%
> CC(C)Oc1ccc(C(=O)Nc2c(C(=O)Nc3cccc(F)c3)oc3ccccc23)cc1
    -16%, -25%, 13%
> CCOC(=O)N1CCC(NC(=O)c2cnn(-c3ccc(C)cc3)c2-n2cccc2)CC1
    1%, -12%, -9%
> Clc1cccc(CNc2cc(-c3ccccc3)nc3nncn23)c1
    -5%, -17%, 10%
> CCOC(=O)CSc1nc2ccc(NC(=O)c3ccccc3F)cc2s1
    9%, -12%, -15%

The listing continues.
Value order: FUS yeast rescue, PTHR1 agonist, TDP43 rescue
> COc1ccc(OC)c(S(=O)(=O)N2Cc3ccccc3CC2C(=O)Nc2ccc(C(C)=O)cc2)c1 (stereo not drawn)
    25%, i, ?
> CC(C)(C)OC(=O)N1CCC(c2c(C(=O)N3CCc4ccccc4C3)cnn2-c2ccc(Cl)cc2)CC1
    25%, i, -5%
> Cc1nc2nc(NC(=O)CC(C)C)[nH]n2c(=O)c1Cc1ccccc1
    -30%, i, -13%
> Cc1cccc(N2CCn3c2nc2c3c(=O)n(CCc3ccccc3)c(=O)n2C)c1
    -16%, 12%, 7%
> Cc1ccn2c(=O)cc(COc3ccc(NC(=O)COc4ccc(Cl)cc4)cc3)nc2c1
    -9%, 18%, 15%
> Cc1ccc(CSc2nc3cccnc3n2Cc2ccc(C(=O)NC3CCCCC3)cc2)cc1
    -3%, -7%, 4%
> Cc1ccc(NC(=O)CSc2nc3nccnc3c(=O)n2CCc2c[nH]c3ccccc23)c(C)c1
    -18%, -2%, 28%
> COCCNC(=O)CCCn1c(SCC(=O)c2ccc(Br)cc2)nc2c(sc3ccccc32)c1=O
    -3%, i, 13%
> CCCc1cc(=O)[nH]c(Nc2cc(C)ccc2OC)n1
    43%, i, 21%
> COC(=O)c1c(-c2ccc(Cl)cc2)noc1N1CCN(c2cccc(C)c2C)CC1
    -15%, -33%[inhibitor], 25%[9.22 µM]
> COc1ccc2cc(-c3cn4c(n3)sc3cc(F)ccc34)c(=O)oc2c1
    28%, -6%, -12%
> COc1ccc2c(c1)Cc1sc(NC(=O)c3cccc(C)c3)nc1-2
    ?, -75%, -3%
> CN(C)C(=O)c1ccc(NC(=O)Cn2nc(-c3ccccc3)c3ccccc3c2=O)cc1
    10%, -24%, 9%
> Cc1ccc(C)c(N2CCN(C(=O)C3CCN(S(=O)(=O)c4ccc5[nH]c(=O)oc5c4)CC3)CC2)c1
    ?, i, -13%
> COC(=O)c1ccc(NC(=O)c2cc3cc(C)ccc3n2C)cc1
    -11%, -8%, 0%[9.22 µM]

Random excerpt: two records from the list.
Value order: FUS yeast rescue, PTHR1 agonist, TDP43 rescue
> CN(C)C(=O)c1ccc(NC(=O)Cn2nc(-c3ccccc3)c3ccccc3c2=O)cc1
    10%, -24%, 9%
> Cc1ccn2c(=O)cc(COc3ccc(NC(=O)COc4ccc(Cl)cc4)cc3)nc2c1
    -9%, 18%, 15%

The results go on:
Value order: FUS yeast rescue, PTHR1 agonist, TDP43 rescue
> Cc1ccc(/C=C(\C#N)C(=O)Nc2cc(C)ccc2C)cc1
    2%, i, -6%
> COc1ccc(/C=C(\C#N)c2nc(-c3cc4ccccc4oc3=O)cs2)cc1OC
    -13%, i, 12%
> CCCCc1nc2ccccc2n2c(-c3ccc(C)cc3)c3c(=O)n(C)c(=O)n(C)c3c12
    5%, -10%, ?
> CCN(CC)c1cc(C)c2cc(NC(=O)c3cccc(OC)c3OC)ccc2n1
    16%, -9%, -3%
> CCOC(=O)c1ccccc1NC(=O)CSc1ccc(-c2sc(C)nc2C)nn1
    2%, -25%, ?
> CCc1ccc(CNC(=O)c2ccc3c(c2)c(C)c(C)n3Cc2ccccc2)cc1
    7%, i, 2%
> COCCCNC(=O)C1CCC(Cn2c(=O)c3sccc3n(Cc3ccc(F)cc3)c2=O)CC1 (stereo not drawn)
    -5%, i, 4%
> CCc1ccccc1NC(=O)CN1C(=O)CCn2nc(-c3cccn3C)cc21
    9%, -3%, 0%
> COc1cc(CN2CCc3nc(N4CCN(c5ccccc5F)CC4)ncc3C2)ccc1OC(C)C
    -4%, -39%, 6%
> CC(=O)c1ccc(NC(=O)C(Cc2ccccc2)NS(=O)(=O)c2ccc3c(c2)CCC(=O)N3)cc1 (stereo not drawn)
    -17%, -24%, -1%
> Cc1ccccc1Cc1c(C)nc2nc(SCC(=O)NC(C)c3ccccc3)nn2c1C (stereo not drawn)
    42%, -2%, 24%
> Cc1cccc(C)c1Nc1c(-c2ccc(Cl)s2)nc2ncccn12
    37%, -83%[inhibitor], ?

14 entries out of the list, sorted by length of the SMILES, ascending:
Value order: FUS yeast rescue, PTHR1 agonist, TDP43 rescue
> CCCc1cc(=O)[nH]c(Nc2cc(C)ccc2OC)n1
    43%, i, 21%
> Cc1ccc(/C=C(\C#N)C(=O)Nc2cc(C)ccc2C)cc1
    2%, i, -6%
> Cc1cccc(C)c1Nc1c(-c2ccc(Cl)s2)nc2ncccn12
    37%, -83%[inhibitor], ?
> COc1ccc2c(c1)Cc1sc(NC(=O)c3cccc(C)c3)nc1-2
    ?, -75%, -3%
> CCc1ccccc1NC(=O)CN1C(=O)CCn2nc(-c3cccn3C)cc21
    9%, -3%, 0%
> CCOC(=O)c1ccccc1NC(=O)CSc1ccc(-c2sc(C)nc2C)nn1
    2%, -25%, ?
> Cc1ccccc1Cc1c(C)nc2nc(SCC(=O)NC(C)c3ccccc3)nn2c1C (stereo not drawn)
    42%, -2%, 24%
> COc1ccc(/C=C(\C#N)c2nc(-c3cc4ccccc4oc3=O)cs2)cc1OC
    -13%, i, 12%
> COC(=O)c1c(-c2ccc(Cl)cc2)noc1N1CCN(c2cccc(C)c2C)CC1
    -15%, -33%[inhibitor], 25%[9.22 µM]
> CN(C)C(=O)c1ccc(NC(=O)Cn2nc(-c3ccccc3)c3ccccc3c2=O)cc1
    10%, -24%, 9%
> COCCCNC(=O)C1CCC(Cn2c(=O)c3sccc3n(Cc3ccc(F)cc3)c2=O)CC1 (stereo not drawn)
    -5%, i, 4%
> CCCCc1nc2ccccc2n2c(-c3ccc(C)cc3)c3c(=O)n(C)c(=O)n(C)c3c12
    5%, -10%, ?
> CC(=O)c1ccc(NC(=O)C(Cc2ccccc2)NS(=O)(=O)c2ccc3c(c2)CCC(=O)N3)cc1 (stereo not drawn)
    -17%, -24%, -1%
> Cc1ccc(C)c(N2CCN(C(=O)C3CCN(S(=O)(=O)c4ccc5[nH]c(=O)oc5c4)CC3)CC2)c1
    ?, i, -13%
